# mouse EphA4 binding: inhibitors of EphA4 binding to KYL peptide, primary screen, biochemical, colorimetric, mouse EphA4 (AID 689); 62,000 compounds, 0.1% hits; Ephrin type-A receptor 4 (Mus musculus); EphA4-AP binding to KYL peptide, pNPP A405; higher % means a stronger effect; inhibition, % at 10 µM; hits with a dose series show IC50 in µM; in the data active = a potency from the dose series; inactive = the rest, 99 in 100 with inhibition below about 22%
# * marks the source's active call; other numbers are inactive results; & = joins results of further samples.
SMILES,mouse EphA4 binding
CC1(C)OC(=O)C(=CNc2cccc(C(=O)O)c2)C(=O)O1,-7%
CCCC1CCc2c(sc(NC(=O)/C=C\C(=O)O)c2C(N)=O)C1 (stereo unspecified),-3%
CCCCn1c(SC(C)C(N)=O)nc2cc(C(=O)OC)ccc2c1=O (stereo unspecified),2%
COC(=O)c1cc2sc(Cl)cc2n1CC(=O)N1CCCc2ccccc21,7%
COc1ccc(-c2cc(=O)oc3cc4occ(C)c4cc23)cc1,-2%
Cc1ccccc1/C=N/NC(=O)Cn1cnc([N+](=O)[O-])n1,-10%
O=C1C=C(NCc2ccco2)CCC1,-20%
O=S(=O)([N-]c1nc2ccccc2nc1-[n+]1ccccc1)c1ccc(Cl)cc1,-8%
c1ccc2c(c1)NC1(CCCC1)n1c-2nc2ccccc21,-7%
COc1ccc(/C=N/Nc2nc(Nc3ccccc3)nc(N3CCCCC3)n2)cc1OC,-6%
O=C(NCCCN1CCOCC1)c1cc2c(s1)CSC2,21%
COc1ccc2c(CSc3nc4nc(C)cc(C)n4n3)cc(=O)oc2c1,-18%
Cc1cc(NCCCN2CCOCC2)n2nc(C)c(-c3ccc(F)cc3)c2n1,10%
CCN1C(=O)/C(=C\c2ccc(OC(=O)c3cccs3)c(OC)c2)SC1=S,10%
COc1ccc2nc(SCC(=O)NCc3ccccc3)[nH]c2c1,-4%
COc1cc(CNCc2cccs2)cc(Br)c1OC,0%
CC1CC(C)CN(S(=O)(=O)c2ccc3c(c2)oc(=O)n3CC(=O)N2CCOCC2)C1 (stereo unspecified),-8%
O=C(COc1ccccc1Cl)Nc1cccc(NC(=O)c2cccc(Cl)c2)c1,10%
O=C(Nc1cccc(Br)c1)c1ccc(CSc2ccccc2)cc1,-8%
COc1cccc(-c2cc(C(=O)Nc3cnn(Cc4ccccc4C)c3)no2)c1,-6%

# Brought forward from above: two compounds, followed by the next part.
SMILES,mouse EphA4 binding
O=C(Nc1cccc(Br)c1)c1ccc(CSc2ccccc2)cc1,-8%
COc1cccc(-c2cc(C(=O)Nc3cnn(Cc4ccccc4C)c3)no2)c1,-6%
Cc1cc(C)nc(SCC(=O)NC2=NN=C(c3ccc(Br)cc3)CS2)n1,-10%
CCOC(=O)CNC(=O)Nc1ccccc1C(=O)OC,3%
CC(C)(C)c1ccc(S(=O)(=O)Nc2ccc(O)c(Cl)c2)cc1,-2%
O=C(Cc1cn2ccsc2n1)Nc1nc2c(s1)CCCC2,2%
COc1ccc(S(=O)(=O)CCc2nnc(NC(=O)c3cccs3)s2)cc1,2%
COCCCNC(=O)C(=O)Nc1ccc(Cl)cc1,-7%
O=C(c1nn(Cc2ccccc2)c(=O)c2ccccc12)N1CCc2ccccc2C1,-11%
COC(=O)c1nn(-c2ccccc2)c(Cl)c1/C=N/OC(=O)c1ccc(Cl)c(Cl)c1,4%
Cn1ncc2c1ncn1nc(CCc3ccccc3)nc21,-8%
CCc1ccc(OCC(=O)Nc2ccc(-c3nc4ccccc4s3)c(O)c2)cc1,-4%
CC(C)NC(=O)COc1ccc(/C=N/NS(=O)(=O)c2ccccc2)cc1,-12%
COc1ccccc1-c1nnc(SCC(=O)Nc2nc(-c3ccccc3)cs2)n1C,18%
Cc1cccc(NC(=O)c2cc(Cl)nc3ccccc23)c1,-9%
CCNC(=O)C1CC(=O)OC12CCCCC2 (stereo unspecified),3%
CCOC(=O)c1cnc(-n2nc(C)cc2C)nc1N1CCOCC1,5%
CC(=O)c1ccc(NC(=S)NC(NC(=O)c2ccc(Br)cc2)C(Cl)(Cl)Cl)cc1 (stereo unspecified),-4%
COc1ccc2occ(C(=O)c3coc4ccc(O)c(CN(C)C)c34)c2c1,-19%
Cc1ccc(C(=O)c2nocc2C(=O)c2cccs2)cc1,15%
COc1ccccc1C(=O)O/N=C1/CCCc2c1ccc(OC)c2[N+](=O)[O-],-1%&-12%
COC(=O)c1sc(NC(=O)C(C)C)c(C(=O)OC)c1C,26%
CCC(=O)Nc1ccc(N2CCN(C(C)=O)CC2)cc1,-2%
CNCCOc1ccccc1C(C)(C)C,-12%
COc1ccc(OC)c(NC(=O)CCCN2C(=O)C3C4C=CC(C4)C3C2=O)c1 (stereo unspecified),-5%
O=C(CN1CCN(c2ccccc2)CC1)Nc1ccc(OCc2ccccc2)cc1,2%
N#CCCOCc1cccc2ccccc12,2%
CC(C)C(C)(C#N)NC(=O)CSc1nnc(-c2ccncc2)n1Cc1ccccc1 (stereo unspecified),-19%

# For convenience, 21 of the compounds above.
SMILES,mouse EphA4 binding
COCCCNC(=O)C(=O)Nc1ccc(Cl)cc1,-7%
O=C(c1nn(Cc2ccccc2)c(=O)c2ccccc12)N1CCc2ccccc2C1,-11%
COC(=O)c1nn(-c2ccccc2)c(Cl)c1/C=N/OC(=O)c1ccc(Cl)c(Cl)c1,4%
Cn1ncc2c1ncn1nc(CCc3ccccc3)nc21,-8%
CCc1ccc(OCC(=O)Nc2ccc(-c3nc4ccccc4s3)c(O)c2)cc1,-4%
CC(C)NC(=O)COc1ccc(/C=N/NS(=O)(=O)c2ccccc2)cc1,-12%
COc1ccccc1-c1nnc(SCC(=O)Nc2nc(-c3ccccc3)cs2)n1C,18%
Cc1cccc(NC(=O)c2cc(Cl)nc3ccccc23)c1,-9%
CCNC(=O)C1CC(=O)OC12CCCCC2 (stereo unspecified),3%
CCOC(=O)c1cnc(-n2nc(C)cc2C)nc1N1CCOCC1,5%
CC(=O)c1ccc(NC(=S)NC(NC(=O)c2ccc(Br)cc2)C(Cl)(Cl)Cl)cc1 (stereo unspecified),-4%
COc1ccc2occ(C(=O)c3coc4ccc(O)c(CN(C)C)c34)c2c1,-19%
Cc1ccc(C(=O)c2nocc2C(=O)c2cccs2)cc1,15%
COc1ccccc1C(=O)O/N=C1/CCCc2c1ccc(OC)c2[N+](=O)[O-],-1%&-12%
COC(=O)c1sc(NC(=O)C(C)C)c(C(=O)OC)c1C,26%
CCC(=O)Nc1ccc(N2CCN(C(C)=O)CC2)cc1,-2%
CNCCOc1ccccc1C(C)(C)C,-12%
COc1ccc(OC)c(NC(=O)CCCN2C(=O)C3C4C=CC(C4)C3C2=O)c1 (stereo unspecified),-5%
O=C(CN1CCN(c2ccccc2)CC1)Nc1ccc(OCc2ccccc2)cc1,2%
N#CCCOCc1cccc2ccccc12,2%
CC(C)C(C)(C#N)NC(=O)CSc1nnc(-c2ccncc2)n1Cc1ccccc1 (stereo unspecified),-19%

# The list is partial. The share of hits here may be higher or lower than overall.
